PrPC TRFRET: inhibitors of human cell surface prion protein PrPC, primary screen, cell-based, TR-FRET | hit rate 0.43% among 370,000 | Major prion protein (Homo sapiens), P04156 | AID 720596, 2013 | TR-FRET read-out | inhibition, % at 13.8 µM; in the data active = inhibition above about 24%; note: 0% = median of the test wells and 100% = reference compound wells
Vc quorum ag: inducers of Vibrio cholerae quorum light production without autoinducers, primary screen, BH1578 luxS cqsA deficient, single point; activation, % at 18.7 µM; V. cholerae BH1578 lux reporter, luminescence, 6 h; hit rate 0.16% among 350,000; in the data active = activation mostly above about 9.7%, no sharp cut-off; note: not every result past the cut was called active; inactives centre near 0; reference of the scale not given here
PriA SSB inh: inhibitors of Klebsiella pneumoniae PriA binding to SSB C-terminal tail, primary screen, biochemical, AlphaScreen; AID 1272365, 2023; AlphaScreen SSBct-PriA binding, biotinylated peptide; inhibition, % at 33 µM; hit rate 0.6% among 430,000; PriA–SSB C-terminal tail interaction (Klebsiella pneumoniae); in the data active = inhibition mostly above about 37%, no sharp cut-off; inactive = mostly below about 20%;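 note: plate controls were negative control peptide for no effect and reference peptide for full effect; strong numbers were not always called active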
Rv3671c protease: Rv3671c serine protease inhibitors, primary screen, biochemical, fluorescence polarization, M. tuberculosis H37Rv; AID 2606, 2010; hit rate 0.048% among 320,000; P9WHR9; inhibition, % at 5.96 µM; in the data active = inhibition above about 38%;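 note: extracellular domain of Rv3671c used as enzyme; 0% = enzyme with DMSO and 100% = no enzyme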
Y pestis TopoI: Yersinia pestis topoisomerase I inhibitors, primary screen, biochemical, cleavage product accumulation, plate reader, single point | DNA topoisomerase I (Yersinia pestis CO92) | Y. pestis Topo-I cleavage product accumulation | hit rate 0.064% among 360,000 | activity, % at 10 µM; in the data active = activity above about 50%, passing the limit was not always enough; note: inactives centre near 2
MazF activator: activators of E. coli MazEF toxin-antitoxin RNase, primary screen, biochemical, fluorescence, uHTS; FAM/BHQ RNA-DNA oligo cleavage fluorescence, 5 h; activation, % at 20 µM; hit rate 0.32% among 350,000; AID 504720, 2011; in the data active = activation above about 50%
TcdB GH inh: TcdB glycohydrolase inhibitors, primary screen, biochemical, single point, plate reader; Toxin B (Clostridioides difficile), P18177; TcdB glycohydrolase enzymatic assay; inhibition, % at 9.99 µM; hit rate 0.24% among 350,000; AID 652162, 2013; in the data active = inhibition above about 10%
Target sequence (P18177 whole entry, looked up): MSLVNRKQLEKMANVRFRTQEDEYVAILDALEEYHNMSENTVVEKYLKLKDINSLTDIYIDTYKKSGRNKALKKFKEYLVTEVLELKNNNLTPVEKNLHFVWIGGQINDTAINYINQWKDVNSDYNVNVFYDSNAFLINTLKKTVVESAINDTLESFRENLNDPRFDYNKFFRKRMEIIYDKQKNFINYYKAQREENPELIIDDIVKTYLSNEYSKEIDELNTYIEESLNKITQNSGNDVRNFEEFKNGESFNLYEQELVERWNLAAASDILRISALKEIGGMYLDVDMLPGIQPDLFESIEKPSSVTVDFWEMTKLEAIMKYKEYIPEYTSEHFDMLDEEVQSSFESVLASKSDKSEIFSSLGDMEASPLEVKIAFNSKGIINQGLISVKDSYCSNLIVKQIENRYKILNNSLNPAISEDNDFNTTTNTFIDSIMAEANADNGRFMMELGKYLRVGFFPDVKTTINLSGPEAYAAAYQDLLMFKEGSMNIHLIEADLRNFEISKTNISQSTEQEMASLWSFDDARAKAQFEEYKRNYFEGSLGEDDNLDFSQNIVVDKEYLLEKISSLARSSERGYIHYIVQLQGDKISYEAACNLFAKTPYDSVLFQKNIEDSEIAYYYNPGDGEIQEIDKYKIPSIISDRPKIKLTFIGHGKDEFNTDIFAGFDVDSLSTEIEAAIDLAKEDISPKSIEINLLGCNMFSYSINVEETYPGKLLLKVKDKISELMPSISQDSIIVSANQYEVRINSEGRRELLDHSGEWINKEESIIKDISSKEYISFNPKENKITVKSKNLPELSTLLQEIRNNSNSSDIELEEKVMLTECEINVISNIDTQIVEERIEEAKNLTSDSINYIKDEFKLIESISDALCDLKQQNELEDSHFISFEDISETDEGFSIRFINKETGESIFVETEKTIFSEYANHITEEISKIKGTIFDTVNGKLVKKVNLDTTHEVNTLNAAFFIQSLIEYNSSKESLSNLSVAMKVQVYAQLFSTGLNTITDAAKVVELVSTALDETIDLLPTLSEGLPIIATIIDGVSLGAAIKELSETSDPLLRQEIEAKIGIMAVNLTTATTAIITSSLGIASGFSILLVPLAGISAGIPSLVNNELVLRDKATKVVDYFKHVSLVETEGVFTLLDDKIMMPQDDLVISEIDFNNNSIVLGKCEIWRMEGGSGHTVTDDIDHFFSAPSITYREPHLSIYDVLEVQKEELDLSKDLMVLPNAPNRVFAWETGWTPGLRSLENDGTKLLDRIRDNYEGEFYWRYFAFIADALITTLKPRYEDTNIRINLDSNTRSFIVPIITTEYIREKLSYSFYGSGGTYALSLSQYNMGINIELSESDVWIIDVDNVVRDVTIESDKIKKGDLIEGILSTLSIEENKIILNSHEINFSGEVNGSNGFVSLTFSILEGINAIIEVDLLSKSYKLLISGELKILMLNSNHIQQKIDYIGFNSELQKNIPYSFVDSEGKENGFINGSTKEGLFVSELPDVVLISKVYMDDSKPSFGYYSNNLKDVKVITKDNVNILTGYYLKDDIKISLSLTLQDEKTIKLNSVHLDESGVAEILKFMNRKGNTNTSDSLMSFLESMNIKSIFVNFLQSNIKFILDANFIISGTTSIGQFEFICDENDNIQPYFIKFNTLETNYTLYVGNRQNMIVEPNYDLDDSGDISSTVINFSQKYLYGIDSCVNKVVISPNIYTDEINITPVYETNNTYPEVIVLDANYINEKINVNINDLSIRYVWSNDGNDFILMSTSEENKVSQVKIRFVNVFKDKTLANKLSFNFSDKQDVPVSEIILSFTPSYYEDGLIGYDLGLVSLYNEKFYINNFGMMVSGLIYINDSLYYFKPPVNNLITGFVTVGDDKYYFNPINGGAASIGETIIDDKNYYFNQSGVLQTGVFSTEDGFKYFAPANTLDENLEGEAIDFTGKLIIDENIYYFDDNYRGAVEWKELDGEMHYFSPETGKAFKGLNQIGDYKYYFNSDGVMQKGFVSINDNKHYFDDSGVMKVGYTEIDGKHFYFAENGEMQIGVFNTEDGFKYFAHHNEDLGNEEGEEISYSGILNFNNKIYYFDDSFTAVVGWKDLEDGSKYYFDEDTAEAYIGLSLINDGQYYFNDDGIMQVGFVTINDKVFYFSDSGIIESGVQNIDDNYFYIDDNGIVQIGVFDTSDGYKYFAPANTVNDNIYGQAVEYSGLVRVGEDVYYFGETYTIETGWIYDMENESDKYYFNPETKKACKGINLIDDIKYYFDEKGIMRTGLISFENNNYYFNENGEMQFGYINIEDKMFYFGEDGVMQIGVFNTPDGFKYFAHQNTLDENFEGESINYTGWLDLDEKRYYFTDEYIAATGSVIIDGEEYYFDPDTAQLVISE
SARS 3CLpro inh: SARS-CoV 3CLpro protease inhibitors, primary screen, biochemical, quenched FRET | recombinant SARS-CoV 3CLpro, quenched FRET peptide cleavage | inhibition, % at 6 µM | hit rate 0.14% among 290,000; in the data active = inhibition above about 12%
CCHF vOTU inh: CCHFV vOTU protease inhibitors, primary screen, biochemical, Pep-AMC substrate, fluorescence | Crimean-Congo hemorrhagic fever virus L polyprotein viral ovarian tumor (vOTU) protease … | hit rate 0.55% among 370,000 | inhibition, % at 11.5 µM; in the data active = inhibition above about 30%; note: 0% = vehicle wells with enzyme and 100% = no enzyme wells
VHR inh abs: VHR1 phosphatase inhibitors, primary screen, biochemical, absorbance, uHTS; hit rate 0.52% among 290,000; inhibition, % at 13.3 µM; recombinant VHR phosphatase, pNPP absorbance; Dual specificity protein phosphatase 3 (Homo sapiens), P51452; in the data active = inhibition above about 50%; note: some compounds called inactive have numbers as strong as hits
* marks the source's active call; other numbers are inactive results; i = inactive; · = not tested or not shown; & = joins results of further samples. Some of the compounds tested (hit frequency here may not be typical).

SMILES	PrPC TRFRET	Vc quorum ag	PriA SSB inh	Rv3671c protease	Y pestis TopoI	MazF activator	TcdB GH inh	SARS 3CLpro inh	CCHF vOTU inh	VHR inh abs
CC(C)(C)OC(=O)NC(Cc1ccccc1)C(=O)NC(CSC1CCCCO1)C(=O)NN (configuration not stated)	-2.2	-0.4	-8.4	9.2	2.1	15.5	0.2	6.5	-4.9	0.3
CCOC(=O)c1cc(C(=O)Nc2sc3c(c2C#N)CCCC3)nn1C	-2.5	i	-10.0	-7.7	-2.5	2.5	0.9	-6.8	-2.7	1.6
OC[C@H]1O[C@@H](c2nc(-c3ccc(C4OCCO4)cc3)no2)[C@H](O)[C@@H]1O	-6.8	0.0	·	·	1.3	·	0.7	·	3.0	·
CSCC(=O)N1CCC(n2nccc2NC(=O)c2ccc3c(c2)OCO3)CC1	6.8	-0.4	-11.2	-1.6	4.6	6.4	1.0	-5.4	-7.0	-9.1
C=CCSc1nnc2c(n1)-c1cccc3cccc-2c13	-13.1	i	11.5	-11.4	29.9	1.0	-0.2	·	8.7	·
COc1ccc(NC(=O)c2cc3c(-c4ccc(OC)c(OC)c4)nn(C)c3s2)cc1OC	2.4	-0.4	16.0	26.3	-8.2	5.0	·	1.5	-9.7	-12.9
CCOC(=O)CSc1nc(-c2ccccc2)nc2ccc(F)cc12	26.1*	-0.4	-8.3	-7.5	7.2	10.5	·	-0.9	2.0	18.8
CCOC(=O)c1nnn(CC(=O)NC(=O)Nc2ccccc2)c1C(=O)OCC	5.7	3.6	-7.2	2.9	4.1	2.2	-0.1	0.4	8.9	46.2
CCn1c(=O)c([N+](=O)[O-])c(NCCc2ccccc2)c2ccccc21	·	-0.6	0.4	-6.8	1.7	4.7	·	5.8	·	2.6
CN(C)C(=O)c1ccc(NC(=O)c2sccc2-c2ccccc2)cc1	8.3	-0.4	-5.1	-0.6	2.4	-2.7	0.5	1.6	-2.5	56.9*
O=C(O)CCc1ccc(-c2ccc(Br)cc2)n1NC(=O)c1ccc([N+](=O)[O-])cc1	-11.4	-2.3	11.3	5.0	4.6	0.9	0.4	0.5	-9.0	13.6
CCC(C)[C@H]1CNCCN1CCCc1cc(OC)c(OC)c(OC)c1 (some centres not stated)	-1.9	2.2	-0.3	-3.4	-1.6	-2.7	-0.2	·	0.1	·
CC(=O)Nc1cc(-c2ccc(C(=O)N3CCOCC3)cc2)cn2c(-c3ccc(C(C)=O)cc3)cnc12	-27.4	i	·	·	11.3	·	4.7	·	9.0	·
CCn1c(SC(=O)NC2CCCCC2)nnc1-c1cccs1	5.9	-6.2	-10.4	0.9	11.1	2.1	·	0.1	-8.0	-3.7
CC(=O)CCc1c(C)c2cc(C)ccc2[nH]c1=O	-5.9	i	-14.0	6.8	0.5	-8.2	·	-4.1	10.6	3.6
O=C(CCSCCC(=O)NCc1cccs1)NCc1cccs1	-7.2	i	-3.9	-4.2	-0.5	-0.4	·	5.9	4.2	18.9
Cc1noc(C)c1NC(=O)Nc1cccc2c1O[C@H](CN(C)S(=O)(=O)c1ccccc1)[C@@H](C)CN([C@H](C)CO)C2=O	-11.2	-1.0	-4.8	2.4	16.3	-0.1	0.0&0.0	·	-8.5	·
Cc1ccc(/C=N/NC(=O)Cc2c[nH]c3ccccc23)c(C)c1	5.1	i	·	-1.2	-5.8	4.2	·	5.3	4.3	13.1
CC1CN(Cc2ccc(C#N)cc2Cl)CC(C)O1 (configuration not stated)	6.5	-0.7	-11.6	5.8	-0.4	0.8	·	-1.9	10.5	3.8
Nn1c(COc2ccccc2F)nnc1SCC(=O)NC1CC1	0.6	-0.3	-7.0	0.6	0.7	-0.5	1.8	·	-0.4	·
CC(=O)Nc1ncc(Cc2ccc(Cl)cc2Cl)s1	7.1	i	2.2	-17.3	-3.8	-1.2	1.4	2.0	6.1	-2.8
COc1ccc([C@H]2CC(=O)C=C(c3ccc(-c4ccccc4)c(F)c3)C2)cc1	-2.0	i	3.1	-2.6	1.0	-16.7	-0.5	·	-2.4	·
Cc1cc(C(=O)O)cc(S(=O)(=O)Nc2c(C)nn(C)c2C)c1C	7.4	-0.8	-6.0	0.6	-4.3	7.6	1.2	·	-1.9	·
CCS(=O)(=O)N1CCN(Cc2ccccc2OC)CC1	4.1	-0.6	-13.5	4.7	5.0	7.6	0.2	-4.9	-4.6	1.8
Cc1nnc(SCC(=O)NC(C)(C)C)n1NCc1cccc(Br)c1	-3.8	1.4	-11.6	-4.2	5.3	8.2	-0.8	1.4	-19.2	25.0
COc1ccc(C(=O)COC(=O)COc2ccc(C)c(C)c2)cc1	-8.3	-0.2	-9.2	-10.0	11.8	-9.1	0.1	4.2	5.7	44.9
CC1=NN(C(N)=S)C(=O)C1N=Nc1ccccc1O (configuration not stated)	-3.2	-0.4	1.1	0.9	-3.7	-6.0	-2.8	6.5	5.6	2.3
Cc1nc(-c2ccc(Cl)cc2)sc1C1(C)CC(c2ccc(C#N)cc2)=NO1 (configuration not stated)	-9.4	0.5	-13.5	-5.5	11.6	-1.9	·	·	-3.5	3.5
Cc1onc(-c2ccccc2)c1C(=O)N=C(N)c1ccc(C(F)(F)F)cc1	-5.4	-0.4	·	2.9	-4.5	1.8	0.8	-0.8	6.8	13.1
CSc1ccc(C(=O)C2CCCN(Cc3ccn[nH]3)C2)cc1 (configuration not stated)	-8.2	i	-18.0	2.0	-0.4	6.5	0.3	0.6	-6.0	7.7
Cc1cc2cc(C)c(NCCNC(=O)c3ccccc3Cl)nc2cc1C	-1.6	i	-5.5	-4.8	4.7	0.0	0.2	-0.8	-4.5	10.6
N#Cc1ccc(OCC(O)CS(=O)(=O)c2ccccc2)cc1 (configuration not stated)	9.5	-0.3	-5.7	-1.1	5.2	10.7	0.1	-1.7	-5.1	21.5
Cc1cccc(NC(=O)c2nc[nH]c2C(=O)NC[C@@H](C)O)c1	-0.4	-2.3	·	·	-5.3	6.3	0.1	·	5.0	·
C=CCn1c(C)csc1=Nc1ccccc1C	10.4	1.9	43.0	5.5	3.8	8.0	1.9	-5.9	1.6	21.7
Cc1cccc(N2CCN(C(=O)C3CCN(S(=O)(=O)c4cnc[nH]4)CC3)CC2)c1C	3.8	i	-18.5	7.2	4.7	-3.0	·	0.2	2.9	-0.2
O=C(CSc1nc(-c2ccccc2)nc2c1Cc1ccccc1O2)Nc1ccc(C(=O)O)cc1	1.9	·	-5.0	·	4.7	-11.4	-0.4	7.3	-6.0	103.6
Cc1sc2nc(CN3CCOCC3)nc(N3CCN(S(=O)(=O)c4ccccc4)CC3)c2c1C	8.5	i	2.5	1.6	15.2	-2.5	1.8	·	12.2	·
CCOC(=O)c1cccc(NC(=O)CCc2nc(-c3ccc(C)cc3)no2)c1	-4.0	-0.4	2.6	0.3	16.4	2.6	·	0.5	11.0	25.9
C/C(=N\NC(=O)Cc1c[nH]c2ccccc12)c1ccc2ccccc2c1	8.8	-0.7	·	2.4	7.0	-9.8	-0.2	4.6	4.1	10.3
CC(C)C1C(=O)N(Cc2cn(CCC3OCCO3)nn2)CCS(=O)(=O)N1Cc1ccc(-c2ccc(Cl)cc2)cc1 (configuration not stated)	-4.7	-0.2	·	·	24.6	24.5	-0.7	·	1.9	·
NS(=O)(=O)c1cnccc1Nc1cccc(Br)c1	7.8	i	-10.7	2.8	-0.4	-4.9	1.1	·	-3.8	·
Cc1ccc(S(=O)(=O)N2[C@@H](c3ccccc3F)C(C(=O)O)=CC[C@H]2c2ccc(C(C)C)cc2)cc1	4.0	-1.2	-11.7	-3.7	7.1	-1.1	1.4	·	17.3	·
CCOC(=O)C1=CNS(=O)(=O)NC1c1ccc(Br)cc1F (configuration not stated)	0.8	-2.2	-20.3	·	-7.9	1.3	0.9	·	-2.3	·
CN(C)c1ccc(C(=O)Nc2cccc(S(=O)(=O)N3CCCC3)c2)cc1	-2.7	i	7.5	-6.4	14.2	7.4	0.1	·	8.2	·
COCCN(Cc1ccccc1)C(=O)c1ccc2c(c1)NC(=O)CS2	6.9	i	-2.1	-9.3	5.8	-7.0	-2.5	·	11.7	·
Cc1nn(C)cc1CN1CCC(n2nccc2NC(=O)CCCc2ccccc2)CC1	-11.2	i	-6.6	-0.1	-0.9	2.3	1.5	-0.3	6.2	10.1
CCNC(=S)N1CCn2cccc2C1c1ccc(F)cc1 (configuration not stated)	-5.8	i	11.6	1.8	-9.6	-17.5	0.9	-1.3	6.9	9.8
Cc1c(C(=O)Nc2c(N)nc(SCC(=O)NCC3CCCO3)[nH]c2=O)cccc1[N+](=O)[O-] (configuration not stated)	-4.7	i	5.0&-4.0	-3.0	11.3	7.5	1.0	-1.9	-2.2	20.2
Cc1ccsc1CN(C)C(=O)c1cc(S(=O)(=O)N2CCOCC2)ccc1N1CCCC1	-3.7	i	-4.4	0.9	17.6	2.9	0.6	·	-8.1	·
CC1(C)Cc2c(C#N)c(N3CCNCC3)nc(-c3ccco3)c2CS1	-9.6	-0.6	-8.5	4.8	13.7	0.5	0.9	-2.4	6.4	-4.3
Cc1cccc(NC(=O)CCN2CC(C)OC(C)C2)c1 (configuration not stated)	2.5	i	-2.7	-0.1	-2.5	13.1	·	-4.9	-15.1	8.6
CNc1nc(-c2cccc(C(=O)N(C)C)c2)cn2ccnc12	5.1	i	·	·	2.4	·	2.2	·	0.4	·
FC(F)C(F)(F)c1cc(-c2ccc(Cl)cc2)n[nH]1	-2.0	-0.4	-8.7	-10.2	-3.8	8.4	1.2	3.9	-2.8	-4.3
CC1=[N+](C)N(c2ccccc2)C(=O)C1N=Cc1ccccc1Cl (configuration not stated)	7.7	2.3	-18.0	-2.1	-8.1	5.1	-3.8	2.9	10.4	5.4
CC(C)CNC(CC(=O)O)c1ccccc1 (configuration not stated)	2.1	-0.3	-10.0	6.2	0.5	-2.7	-0.1	-6.3	2.6	25.1
Cc1cc(C)n(-c2ccc(C(=O)OCC(=O)Nc3ccc(Cl)c(S(=O)(=O)N(C)C)c3)cc2)n1	-1.9	-1.0	0.6	-17.7	-3.2	1.2	-0.7	-2.8	5.4	27.3
O[C@@H]1Cc2ccccc2O[C@H]1c1ccccc1	9.2	3.2	-9.8	·	-0.9	6.2	-13.7	·	1.7	·
Oc1ccc(-c2nc3ccccn3c2NCc2ccco2)cc1	-3.9	-0.3	11.8	12.3	-11.1	-13.9	·	2.2	-43.7	22.6

One compound at a time, as listed above.
`CC(C)CNC(CC(=O)O)c1ccccc1` (configuration not stated) reads PrPC TRFRET = 2.1; Vc quorum ag = -0.3; PriA SSB inh = -10.0; Rv3671c protease = 6.2; Y pestis TopoI = 0.5; MazF activator = -2.7; TcdB GH inh = -0.1; SARS 3CLpro inh = -6.3; CCHF vOTU inh = 2.6; VHR inh abs = 25.1
`CC1=[N+](C)N(c2ccccc2)C(=O)C1N=Cc1ccccc1Cl` (configuration not stated) reads PrPC TRFRET = 7.7; Vc quorum ag = 2.3; PriA SSB inh = -18.0; Rv3671c protease = -2.1; Y pestis TopoI = -8.1; MazF activator = 5.1; TcdB GH inh = -3.8; SARS 3CLpro inh = 2.9; CCHF vOTU inh = 10.4; VHR inh abs = 5.4

High-throughput results as filed in PubChem.
